# Assay outcomes from PubChem.
# Yeast superoxide = caloric restriction mimetics inhibiting age-related superoxide in yeast; S. cerevisiae aged cells, superoxide DHE fluorescence; hits give low values; superoxide response (% of plate mean), % at 10 µM; hit rate 0.18% among 330,000;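 active = superoxide response under a set limit, about three screen SD below normal, cut at about 65% in these data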;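 note: yeast aged for seven days with compound at 30 °C before DHE staining; 100% = average MFI of all compound-treated wells on the plate with controls excluded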
# TPT1 inh = inhibitors of Candida albicans tRNA 2'-phosphotransferase TPT1. recombinant caTPT1, FP RNA substrate dephosphorylation. inhibition, % at 5 µM. hit rate 0.81% among 300,000. AID 1962;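 active = inhibition above the mean of all tested compounds plus 3 SD, set per screening campaign, cut at about 24% in these data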;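 note: plate controls were DMSO alone for no effect and ferristatin control at 100 nM for full effect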
# EBNA-1 inh = blocks EBNA-1 binding to DNA; EBNA-1 DNA binding, fluorescence polarization; inhibition, % at 14.8 µM; hit rate 0.34% among 300,000; AID 1950; in the data active = inhibition above about 28%
# Fh CTSL1 inh = cathepsin L1 inhibition, PFM18AAP counter-screen. recombinant F. hepatica cathepsin L1, Z-Leu-Arg-MCA fluorescence. inhibition, % at 5.96 µM. hit rate 0.49% among 300,000;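 active = inhibition above the mean of all tested compounds plus 3 SD, set per screening campaign, cut at about 17% in these data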;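 note: 0% = plate median of test compound wells and 100% = 1 µM Z-Phe-Ala-diazomethylketone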
# PP1 inh = blocks human PP1-alpha phosphatase, a PP5 counter-screen; purified PP1alpha, OMFP fluorescence; inhibition, % at 6.7 µM; hit rate 0.9% among 320,000; AID 2235;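 active = inhibition above the mean inhibition of all tested compounds plus 3 SD, computed separately for each screening campaign, cut at about 15% in these data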
# Target sequence (P62136 whole entry, looked up): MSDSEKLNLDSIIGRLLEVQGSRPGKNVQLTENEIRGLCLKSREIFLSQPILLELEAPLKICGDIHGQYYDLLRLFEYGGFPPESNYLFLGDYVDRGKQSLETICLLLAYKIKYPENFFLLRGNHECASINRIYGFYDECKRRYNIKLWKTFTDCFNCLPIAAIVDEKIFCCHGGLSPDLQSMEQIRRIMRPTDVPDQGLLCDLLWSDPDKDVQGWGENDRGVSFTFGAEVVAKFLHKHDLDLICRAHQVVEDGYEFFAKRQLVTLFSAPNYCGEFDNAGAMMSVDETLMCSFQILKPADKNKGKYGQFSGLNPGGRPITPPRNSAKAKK
# PP5 primary = inhibitors of human protein phosphatase 5 (PP5). purified PP5c, OMFP substrate fluorescence. inhibition, % at 6.7 µM. hit rate 0.18% among 320,000. P53041. AID 1987;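 active = inhibition above the campaign's mean inhibition across all tested compounds plus 3 SD, cut at about 9.5% in these data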;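 note: 0% = DMSO only and 100% = 100 µM cantharidin control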
# Target sequence (P53041 whole entry, looked up): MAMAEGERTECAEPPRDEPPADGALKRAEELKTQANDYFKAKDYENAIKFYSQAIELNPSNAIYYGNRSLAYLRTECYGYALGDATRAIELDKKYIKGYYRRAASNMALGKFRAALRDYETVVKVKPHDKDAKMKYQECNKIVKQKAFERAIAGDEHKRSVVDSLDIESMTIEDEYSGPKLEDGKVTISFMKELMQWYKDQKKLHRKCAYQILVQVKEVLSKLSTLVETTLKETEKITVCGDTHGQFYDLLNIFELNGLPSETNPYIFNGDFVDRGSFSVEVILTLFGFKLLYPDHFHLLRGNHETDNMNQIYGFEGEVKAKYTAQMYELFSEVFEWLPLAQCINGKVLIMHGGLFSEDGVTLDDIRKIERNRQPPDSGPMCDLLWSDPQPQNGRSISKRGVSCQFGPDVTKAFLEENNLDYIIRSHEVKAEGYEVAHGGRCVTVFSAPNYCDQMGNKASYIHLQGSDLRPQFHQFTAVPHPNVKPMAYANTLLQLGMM
# ZTA counter = counter-screen for EBNA-1 inhibitors: inhibitors of Epstein-Barr virus ZTA | P03206 | ZTA-DNA binding, fluorescence polarization | inhibition, % at 11 µM | hit rate 0.15% among 320,000 | AID 2234; in the data active = inhibition above about 33%
# Target sequence (P03206 whole entry, looked up): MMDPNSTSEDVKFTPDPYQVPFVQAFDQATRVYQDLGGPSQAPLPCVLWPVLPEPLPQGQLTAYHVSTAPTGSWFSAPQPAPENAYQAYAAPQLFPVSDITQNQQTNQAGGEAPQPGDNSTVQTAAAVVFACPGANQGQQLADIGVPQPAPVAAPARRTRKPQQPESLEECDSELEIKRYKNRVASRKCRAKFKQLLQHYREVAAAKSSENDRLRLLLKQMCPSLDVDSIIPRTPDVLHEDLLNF
# HCV core dimer = HCV core protein dimerization inhibition. TR-FRET GST/Flag-core106 dimerization, 1536-well. hit rate 0.33% among 300,000. inhibition, % at 5 µM;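 active = inhibition above the mean of all tested compounds plus 3 SD, set per screening campaign, cut at about 45% in these data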
#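 assay system = GST-tagged and Flag-tagged HCV core protein residues 1-106 | controls = unlabelled core106 and no-GST-core106 wells | incubation = compound-protein-antibody incubation 4 h at 22.5 °C | probe or stimulus = Eu donor and XL665 acceptor anti-tag antibodies | read-out = % inhibition based on acceptor/donor emission ratio | signal = TR-FRET 671 and 617 nm emission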
# GASC-1 inh = human JMJD2C demethylase inhibition; inhibition, % at 2.35 µM; hit rate 0.069% among 330,000; GST-JMJD2C(1-420) H3K9me3 demethylation, DELFIA europium;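 active = more than half of a compound's replicate wells show inhibition beyond 50%, single wells judged on their own value; inconclusive = some, but no more than half, of replicates pass 50% inhibition; inactive = no replicate passes 50% inhibition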;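 note: signal counts dimethyl H3K9 product captured on neutravidin plate; 0% = median of DMSO wells and 100% = 0.3 times that DMSO median; strong numbers were not always called active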
# Numbers without * were called inactive; ? = inconclusive; . = not tested or not shown.
SMILES,Yeast superoxide,TPT1 inh,EBNA-1 inh,Fh CTSL1 inh,PP1 inh,PP5 primary,ZTA counter,HCV core dimer,GASC-1 inh
CC1(c2ccc3c(c2)OCCO3)NC(=O)N(CC(=O)Nc2ccccc2SCC#N)C1=O (configuration not stated),102,.,.,.,1,0.3,-15,.,1
O=C(CSc1nnc(NC(=O)C2CC2)s1)Nc1ccc(F)cc1,102,-1,16,2,3,1.7,3,10,7
c1csc(C(c2nnnn2C2CCCC2)N2CCCC3(CCCCC3)C2)c1 (configuration not stated),102,-4,-5,0,1,3.7,3,10,-2
N#Cc1ccccc1S(=O)(=O)N1CCN(C(=O)Cc2coc3cc(O)ccc23)CC1,94,.,.,.,2,0.9,-5,.,9
CCOC(=O)c1ccc2c(c1)nc(COc1ccc(OC)cc1)n2CC,82,-1,7,-2,-1,1.3,13,1,-3
Cc1ccccc1NC(=O)COC(=O)CCc1nc2ccccc2c(=O)[nH]1,101,-4,-14,-3,-5,-1.2,-4,-3,1
CCOC(=O)c1c(NC(=O)C2C3C=CC(C3)C2C(=O)O)sc2c1CCC(C)C2 (configuration not stated),104,-1,4,5,3,0.0,21,13,6
Cc1cc(C)cc(-n2ccnc2SCC(=O)O)c1,102,1,-4,0,4,2.8,-6,-1,-1
C/C(CCC(=O)OC[C@H]1O[C@H](C#Cc2ccccc2)C=C[C@@H]1Oc1ccc(C)cc1)=N\OC[C@@H](O)[C@H]1O[C@@H]2OC(C)(C)O[C@@H]2[C@H]1O,102,2,1,0,0,4.3,10,7,-25
O=[N+]([O-])c1ccc(S(=O)(=O)N(CCCN2CCOCC2)Cc2cccs2)cc1,109,-9,-10,-5,-2,2.1,-5,-2,-11
CCCCn1c(-c2ccc(Br)cc2F)nc2c1c(=O)[nH]c(=O)n2CC(C)C,109,-5,-5,1,1,0.6,7,15,-8
COc1cccc(CCC(=O)N2CCC(n3nccc3NC(=O)CC(C)C)CC2)c1,105,-3,1,-3,-4,0.3,-7,-1,1
CCN(CC)CCNC(=O)C1(O)c2cc(Br)ccc2NC(=O)N1c1c(F)cccc1F (configuration not stated),92,-1,-4,0,-4,2.4,-6,0,9
COC(=O)c1ccc(Oc2nc(Nc3ccc(F)cc3)nc(N3CCCC3)n2)cc1,101,6,1,1,-4,1.2,3,9,-2
O=C(O)c1ccccc1P(=O)(c1ccccc1)c1ccccc1,90,2,-7,-4,-7,-0.1,10,-2,-6
CCOC(=O)C1(Cc2cccc(F)c2)CCN(Cc2ccc(COC)o2)CC1,100,2,-17,-3,-1,-0.5,-10,0,2
Cc1cc(Br)ccc1NC(=O)C1CSC2(C)CCC(=O)N12 (configuration not stated),98,0,1,4,-3,-0.7,5,2,153
COc1ccccc1NC(=O)CN1C(=O)C2(OCCCO2)c2ccccc21,111,0,-9,-9,-2,4.1,6,1,3
O=[N+]([O-])c1ccc(OCn2cncn2)cc1,97,-1,1,-3,-6,-0.9,-7,9,-4
COCCNC(=O)c1ccc(Cl)c(Cl)c1,106,-2,-7,-9,0,4.0,-7,-6,2
CC(C)C(NC(=O)c1ccc2c(c1)OCO2)C(=O)N/N=C\c1ccco1 (configuration not stated),91,-1,-5,-9,-3,2.0,-13,-1,-5
CCn1c(NCc2cccs2)nc2ccccc21,103,-3,3,3,1,-1.9,9,-1,12
CCOC(=O)c1c(S(=O)(=O)NCC(=O)Nc2cccc(C)c2)c(C)n(C)c1C,88,0,-4,0,3,1.2,-7,-5,6
Cc1c(Cl)cccc1N1CC(C)(C)C1=O,96,-1,3,-1,-2,0.2,10,-1,-5
C/C(CC(=O)NC1CCCC1)=N\NC(=O)c1ccc([N+](=O)[O-])c(Cl)c1,100,1,5,0,-4,-2.1,5,0,14
SMILES,Yeast superoxide,TPT1 inh,EBNA-1 inh,Fh CTSL1 inh,PP1 inh,PP5 primary,ZTA counter,HCV core dimer,GASC-1 inh
Cn1c(=O)c2c(nc(OCc3ccc4c(c3)OCO4)n2Cc2ccccc2Cl)n(C)c1=O,96,6,4,6,-2,-0.2,4,0,-30
CCc1cc(C(=O)N(C)CC(=O)Nc2c(Cl)cccc2Cl)sc1C,125,.,.,.,-3,-0.5,2,.,3
COc1ccc(CNC(=O)CSCc2c(F)cccc2Cl)cc1,106,1,-7,-5,1,3.3,7,-1,-5
COc1ccc(NC2=C(NCCO)C(=O)c3ccccc3C2=O)cc1,144,-3,0,2,5,9.3,-11,-73,7
COc1ccc(-n2c(C)cc(/C=C3\C(=N)N4N=C(CC(=O)N5CCOCC5)SC4=NC3=O)c2C)cc1,126,14,-9,2,7,1.2,14,34,15
CCCn1c(SCC(=O)Nc2cccc(C)n2)nnc1-c1ccco1,111,3,-1,-2,-3,1.6,-2,-3,6
CCOC(=O)N1CCN(C(=O)COc2ccc([N+](=O)[O-])cc2)CC1,112,0,-15,-1,2,1.7,-19,-5,-31
O=C(CNC(=O)C1CCCCC1)OCC(=O)c1ccc(Cl)s1,100,-3,4,18*,-2,-1.2,-6,-2,-4
CCn1cc(CN2CCC(n3nccc3NC(=O)c3ccc4c(c3)OCO4)CC2)c(C)n1,86,1,5,-1,0,2.0,-1,2,-19
Cc1ccc(-c2nc(N)sc2CC(=O)OCC(=O)NCC2CCCO2)cc1 (configuration not stated),106,7,0,-2,-1,1.1,13,13,4
CC1CCCCC1NC(=O)c1ccncc1 (configuration not stated),104,-4,9,0,-4,-3.0,-16,-1,?
Oc1ccc(Cl)cc1C1=NNC(c2cc(Br)cc3c2OCOC3)C1 (configuration not stated),101,6,2,1,5,3.6,5,8,-6
CCC(CC)c1nc(NCCC(=O)O)c2ccccc2n1,94,-2,7,0,-4,-2.9,16,0,-6
COc1cccc(Cn2cnc3c(NS(=O)(=O)c4cc(Cl)ccc4Cl)c(C)c(C)cc32)c1,108,-1,14,0,6,3.7,5,39,3
CCOc1ccccc1C(=O)Nc1ccc(-n2nncc2C(C)(C)C)cc1,82,-3,2,-1,-1,-0.6,-27,-3,7
CCS(=O)(=O)N1CCN(c2cccc(C)c2C)CC1,91,2,3,-2,-5,-0.8,-6,-3,-7
O=C(CCc1nnc2ccc(NCc3ccccc3)nn12)NC1CCCCC1,82,-10,-2,6,2,-0.7,-29,-5,14
C=CCn1c(SCC(=O)Nc2ccc(F)cc2)nnc1-c1cnccn1,123,-1,19,0,-4,-1.5,13,13,2
O=C(NCC1CCCO1)c1cc(C(=O)C2CCCCC2)c[nH]1 (configuration not stated),81,-2,-2,5,3,-1.7,-12,-4,-5
CC(=O)NCCC(=O)Nc1ccc(C)c(F)c1,98,6,5,-2,0,1.1,10,2,7
COC(=O)COc1ccc(S(=O)(=O)NCc2ccccn2)cc1,108,-1,-13,-3,3,1.5,-10,-4,-2
COc1cccc(C(c2sc3nc(C)nn3c2O)N2CCC3(CC2)OCCO3)c1 (configuration not stated),105,-1,4,-1,-4,-1.3,14,5,-2
CC1=C(C)CC(C(=O)NNC(=O)c2ccccc2)C(C(=O)O)C1 (configuration not stated),89,0,1,3,-3,1.4,10,-2,2
CC(=O)/C=C(\C)NCCNc1c(F)c(F)c(CO)c(F)c1F,88,0,-9,1,-2,-1.7,6,1,1
COC(=O)Cc1nc(NC(=O)c2cccs2)sc1C,96,1,0,-1,-2,0.6,3,10,8
SMILES,Yeast superoxide,TPT1 inh,EBNA-1 inh,Fh CTSL1 inh,PP1 inh,PP5 primary,ZTA counter,HCV core dimer,GASC-1 inh
Cc1cc(C)c2ccc(=S)[nH]c2n1,93,0,-2,9,-2,-2.5,14,4,-12
CN(C)CCNC(=O)/C(=C/c1ccc(-c2ccc(Cl)cc2Cl)o1)NC(=O)c1ccccc1,96,3,8,1,1,-0.1,0,-29,4
CC1CCc2sc(C(=O)NCc3ccccn3)cc2C1 (configuration not stated),96,4,2,3,-6,1.8,1,6,-15
CN1C=CC=C/C1=C1\SC(=S)N(Cc2ccccc2)C1=O,117,2,-18,16,-8,3.2,-8,-8,-3
O=C(NCc1ccccc1)C1CCC(=O)N(CC2CCCCC2)C1 (configuration not stated),107,-1,-15,-2,-4,1.6,-10,1,-11
COc1ccc2c(c1)CCc1c(C(=O)NCc3cccnc3)noc1-2,81,5,-9,3,-2,2.5,-14,0,-4
O=C(NC1CCCCC1)C(c1ccc2ncccc2c1)N(Cc1ccc(F)cc1)C(=O)c1ccc2c(c1)OCCO2 (configuration not stated),122,-2,-13,-5,3,5.3,-11,15,-14
COc1ccc(CCN2C(=O)CC(Cc3cccc(C)c3)C2=O)cc1OC (configuration not stated),105,2,-15,6,-1,1.0,-7,0,-21
C/C(=N\Nc1nc(C)cc(-c2ccccc2)n1)c1ccc(O)cc1,98,-2,6,-1,-4,2.1,-5,-1,-4
O=C(CSc1nc2ccccc2[nH]1)c1cccs1,99,-1,-4,-7,0,2.8,6,8,9
COc1ccc2c(c1)c1nc3n(c(=O)c1n2CC(=O)Nc1ccccc1)CCS3,120,-1,-8,0,-3,-3.6,3,0,3
Nc1ccc(-c2nc3ccccc3[nH]2)cc1,86,-4,0,-1,-2,0.1,15,-13,-17
Cc1ccc(OCC(=O)Nc2ccccc2C(=O)NC2CC2)cc1,87,.,.,.,-1,-1.6,-4,.,3
CC1Cc2cc(S(=O)(=O)N3CCCC(C(=O)N4CCCCC4)C3)ccc2N1C(=O)C1CC1 (configuration not stated),95,-3,-9,-3,-3,1.0,-13,1,2
CN1CCCN(C(=O)C2CCC(C(=O)N3CCCN(C)CC3)CC2)CC1 (configuration not stated),89,5,-6,1,-4,-1.8,0,0,20
Cc1ccccc1C(=O)N1CCN(c2ccc(NC(=O)c3cccnc3Cl)cc2)CC1,95,94*,-8,1,-4,-0.6,-13,-3,-1
CSc1ncc(CNc2cc([N+](=O)[O-])ccc2C)c(N)n1,.,-1,-4,-9,-2,2.9,-5,-8,-3
Cc1ccc(S(=O)(=O)N2CCCOC2CNC(=O)C(=O)NCc2ccccn2)cc1 (configuration not stated),93,-4,-13,12,-13,0.5,-20,-3,-10
O=C(CCn1nnc2ccccc21)N/N=C\Cc1ccccc1,95,0,-16,-2,3,3.4,-19,-1,-38
C=CCn1c(SCC(=O)Nc2cccc3ccccc23)nnc1-c1cnccn1,95,-2,5,-1,3,-0.1,-16,-3,-1
COc1ccc2c(CC(=O)NC3CCCc4ccccc43)coc2c1 (configuration not stated),109,0,9,0,4,1.5,-13,8,-1
C/C=C/C(=O)OCC(=O)Nc1cccc(F)c1,104,-2,6,-8,-4,-2.7,8,-3,-13
C/C(N)=C(/C#N)C(=O)COC(=O)CSc1ccccc1,122,3,-12,-6,-3,0.3,6,-8,33
O=C(COc1ccccc1F)NNC(=O)Cn1c(=O)cnc2ccccc21,116,.,.,.,-4,0.2,-2,.,0
CCC(=O)OCC(=O)Nc1cc([N+](=O)[O-])ccc1OC,99,-1,9,-10,-3,-0.6,13,2,-4
CCOc1cccc(/C=N/Nc2ccc(S(=O)(=O)N(CC)CC)cn2)c1O,93,0,13,3,31*,-1.3,9,8,2

# Full records from above.
# Shown for C/C(CCC(=O)OC[C@H]1O[C@H](C#Cc2ccccc2)C=C[C@@H]1Oc1ccc(C)cc1)=N\OC[C@@H](O)[C@H]1O[C@@H]2OC(C)(C)O[C@@H]2[C@H]1O = Yeast superoxide = 102; TPT1 inh = 2; EBNA-1 inh = 1; Fh CTSL1 inh = 0; PP1 inh = 0; PP5 primary = 4.3; ZTA counter = 10; HCV core dimer = 7; GASC-1 inh = -25
# Shown for O=C(CCn1nnc2ccccc21)N/N=C\Cc1ccccc1 = Yeast superoxide = 95; TPT1 inh = 0; EBNA-1 inh = -16; Fh CTSL1 inh = -2; PP1 inh = 3; PP5 primary = 3.4; ZTA counter = -19; HCV core dimer = -1; GASC-1 inh = -38

# Rows are unselected. About 3.1% of those tested had a hit in this group.
